Tb PGK inh – blocks T. brucei phosphoglycerate kinase | PGK/GAPDH coupled, Kinase-Glo luminescence, 60 min | Potency, µM (series often up to 57.5 µM), for inactives: at the highest dose activity change, negative = inhibition, usual class: inhibitors | 0.043% of 380,000 active; note: potency is the fitted concentration of half-maximal effect; % is set by controls: 0 for no effect and ±100 for the full control effect; nearly all actives have a fitted effect of over 60% in size
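Recombinant glycosomal PGK reaction used 1,3-bisphosphoglycerate generated in-well by GAPDH (100nM final) in 100mM TEA pH 7.6, 5mM MgCl2, 0.01% Tween-20. After 60 minutes at room temperature, ATP was read by Kinase-Glo Plus luminescence end-point.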
GLS inhibitor – inhibitors of human glutaminase (GLS); GLS enzymatic activity, qHTS titration; Potency, µM (doses to about 45.5 µM), for the others: at the top dose activity change, negative = inhibition, hits mostly inhibitors; 0.21% of 410,000 active; note: potency is the fitted concentration of half-maximal effect; % is set by controls: 0 for no effect and ±100 for the full control effect
Target sequence (O94925 whole entry, looked up): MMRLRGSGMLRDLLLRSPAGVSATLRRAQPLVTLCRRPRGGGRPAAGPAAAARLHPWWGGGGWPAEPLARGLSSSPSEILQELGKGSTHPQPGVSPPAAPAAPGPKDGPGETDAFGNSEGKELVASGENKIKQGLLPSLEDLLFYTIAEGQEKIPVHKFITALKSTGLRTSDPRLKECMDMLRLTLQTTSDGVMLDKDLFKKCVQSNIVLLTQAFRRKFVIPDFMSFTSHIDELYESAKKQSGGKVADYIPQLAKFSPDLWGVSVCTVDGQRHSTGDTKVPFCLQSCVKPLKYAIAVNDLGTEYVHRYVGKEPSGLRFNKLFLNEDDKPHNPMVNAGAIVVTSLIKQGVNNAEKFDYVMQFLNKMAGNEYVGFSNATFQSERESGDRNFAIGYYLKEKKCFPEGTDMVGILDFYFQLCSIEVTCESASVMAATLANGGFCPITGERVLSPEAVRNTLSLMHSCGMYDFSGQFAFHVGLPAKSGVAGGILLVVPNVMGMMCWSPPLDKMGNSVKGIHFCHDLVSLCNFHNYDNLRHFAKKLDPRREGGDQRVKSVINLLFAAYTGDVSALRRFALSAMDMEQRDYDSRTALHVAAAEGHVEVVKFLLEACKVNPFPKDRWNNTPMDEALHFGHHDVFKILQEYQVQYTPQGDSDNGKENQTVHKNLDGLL
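Compounds were pin-transferred onto hKGA, after which L-glutamine (1 mM solution) and a detection mix of glutamate oxidase, HRP and Amplex Red were added. Initial and 30 min RT fluorescence reads were collected.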
HP1b chromo inh – inhibitors of HP1-beta chromodomain binding to methylated histone tails. P83916. AlphaScreen HP1-beta / biotin-H3K9me3 peptide binding. Potency, µM (series often up to 114 µM), inactives show at the top dose activity change, negative = inhibition, actives largely listed as inhibitors. 0.56% of 390,000 active. AID 540317; note: potency is the fitted concentration of half-maximal effect; nearly all actives have a fitted effect of over 70% in size; inactives centre near 23
Target sequence (P83916 whole entry, looked up): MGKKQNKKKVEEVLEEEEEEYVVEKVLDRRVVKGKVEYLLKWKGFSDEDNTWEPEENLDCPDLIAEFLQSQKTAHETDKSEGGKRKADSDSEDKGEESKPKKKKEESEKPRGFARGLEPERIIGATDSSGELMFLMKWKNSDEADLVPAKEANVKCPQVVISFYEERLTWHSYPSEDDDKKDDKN
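Compound inhibition of the preformed complex between 50 nM HP1-beta and 50 nM biotinylated H3K9me3 peptide was read by AlphaScreen. Buffer was PBS pH 7.4 with 0.01% Tween-20. Incubations ran 30 min at room temperature, with 10 ug/mL donor/acceptor beads.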
PI4K2A block – blocks human PI4K2A kinase activity; purified PI4K2A, ADP-Glo luminescence, 1 h; stronger effect = lower value; activity change, negative = inhibition, % at 76.9 µM; 0.13% of 420,000 active; AID 1346378; in the data active = activity change below about -50%; inconclusive = mostly about -30% to -49%;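 note: -100% = wells without enzyme as full effect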
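PI4K2A activity was measured by ADP-Glo luminescence: enzyme (4 ug/mL stock) and phosphatidylinositol (1.2 mM stock) in Tris pH 7.5/MgCl2/EGTA/Triton X-100 buffer were reacted with ATP (300 microM stock) for one hour at ambient temperature.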
BAZ2B inh – inhibitors of human BAZ2B bromodomain; Q9UIF8; AlphaScreen BAZ2B-H3K14Ac peptide displacement; Potency, µM (series often up to 114 µM), for inactives: top-dose activity change, negative = inhibition, actives largely listed as inhibitors; 4.4% of 360,000 active; AID 504333; note: potency is the fitted concentration of half-maximal effect; % is set by controls: 0 for no effect and ±100 for the full control effect; nearly all actives have a fitted effect of over 60% in size
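Protein-peptide AlphaScreen: BAZ2B 50 nM, b-H3K14Ac 50 nM, 1x PBS pH 7.4 + 0.01% Tween-20. Preincubation 30 min RT; cpd 30 min RT (top 110 uM); beads 20 min RT, light-protected.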
G9a inh – inhibitors of human histone lysine methyltransferase G9a | Q96KQ7 | G9a H3K9 monomethylation, AlphaScreen, 2 h | Potency, µM (doses to about 102 µM), for inactives: top-dose activity, negative = inhibition, most hits filed as inhibitors | 8.8% of 350,000 active | AID 504332; note: potency is the fitted concentration of half-maximal effect; % is set by controls: 0 for no effect and ±100 for the full control effect; nearly all actives have a fitted effect of over 75% in size
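Readings reflect AlphaScreen signal from monomethyl-H3K9 antibody detection. HMT at 20 nM; substrate b-H3K9 500 nM; cofactor SAM 20 uM; 2 h RT reaction; compounds tested as titrations in qHTS with 15 min preincubation.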
POLH inh – inhibitors of human DNA polymerase eta; recombinant Pol eta, fluorescent DNA replication assay; Potency, µM (highest dose often 114 µM), for inactives: at the highest dose activity change, negative = inhibition, most hits filed as inhibitors; 1.2% of 390,000 active; note: potency is the fitted concentration of half-maximal effect; % is set by controls: 0 for no effect and ±100 for the full control effect
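Pol eta (10 nM) was preincubated with compounds for 15 min at room temperature, after which fluorescent replication substrate (50 nM final) was added to start the reaction. Fluorescence was read kinetically at 0 and 10 min.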
Pin1 inhibitor – human Pin1 inhibition. Q13526. Potency, µM (series often up to 115 µM), inactives show top-dose activity, negative = inhibition, most hits filed as inhibitors. Pin1 FP peptide displacement, HiFluor488, 10 min. 0.009% of 390,000 active; active = well fitted inhibition curve with a large enough effect in the polarisation, with a control signal flat, not every such curve was filed as active; inconclusive = small, poorly fitted or top-dose-only effect, or effect the other way, or a change in a side signal; inactive = no such curve, though single readings can be large or run the other way; the % refers to the polarisation; note: potency is the fitted concentration of half-maximal effect; % is set by controls: 0 for no effect and ±100 for the full control effect
Target sequence (Q13526 whole entry, looked up): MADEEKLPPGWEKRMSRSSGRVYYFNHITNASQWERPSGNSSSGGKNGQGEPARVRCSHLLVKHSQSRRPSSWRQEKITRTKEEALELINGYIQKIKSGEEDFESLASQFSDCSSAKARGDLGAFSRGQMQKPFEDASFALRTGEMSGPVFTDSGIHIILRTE
JMJD2A Tudor – inhibitors of human JMJD2A Tudor domain; AID 504339; 4.4% of 390,000 active; AlphaScreen JMJD2A-Tudor / H3K4me3 peptide binding; O75164; Potency, µM (doses to about 114 µM), without a hit: top-dose activity change, negative = inhibition, actives largely listed as inhibitors; note: potency is the fitted concentration of half-maximal effect; % is set by controls: 0 for no effect and ±100 for the full control effect; nearly all actives have a fitted effect of over 50% in size
* = called active by the depositor; i = inactive; ? = inconclusive; . = not tested or not shown; & = joins results of further samples; [ ] = another dose, or the depositor's remark. Unless noted, calls come from the whole dose curve; as a rule, active = well fitted curve in the direction sought with a large enough effect; inconclusive = small, poorly fitted or top-dose-only effect, or another doubt; inactive = no such curve, though single readings can be large; an effect the other way counts as inactive or inconclusive.

The opening 5 records, ahead of the listing:
Tb PGK inh	GLS inhibitor	HP1b chromo inh	PI4K2A block	BAZ2B inh	G9a inh	POLH inh	Pin1 inhibitor	JMJD2A Tudor	SMILES
-2%	-3%	36%	2	-2%	16%	-93%	9%	-14%	Cc1ccc(C)c(NC(=O)CCN2CCC(C)CC2)c1
1%	14%	62%[activator]	-1	10%	18%[59 µM]	-1%	1%	18%	CCCc1nc2ccccc2n2c(-c3cccc(C)c3)c3c(=O)n(C)c(=O)n(C)c3c12
-7%	-7%	?	1	13%	7.9µM*	-13%	-8%	-19%	Cc1ccccc1NC(=O)CSc1nnc(-c2ccco2)n1N
-3%	2%	153%[activator]	-4	129%[activator]	404%[activator]	-8%	?	139%[activator]	Cc1cc(/C=C\c2ccccc2)nc2ccccc12
-3%	2%	411%[activator]	-6	231%[activator]	325%[activator]	0%	1%	191%[activator][57.1 µM]	Cc1ccc(-c2noc(CCCOc3ccc(Cl)cc3Cl)n2)cc1

This part in full, previewed entries included:
Tb PGK inh	GLS inhibitor	HP1b chromo inh	PI4K2A block	BAZ2B inh	G9a inh	POLH inh	Pin1 inhibitor	JMJD2A Tudor	SMILES
-2%	-3%	36%	2	-2%	16%	-93%	9%	-14%	Cc1ccc(C)c(NC(=O)CCN2CCC(C)CC2)c1
1%	14%	62%[activator]	-1	10%	18%[59 µM]	-1%	1%	18%	CCCc1nc2ccccc2n2c(-c3cccc(C)c3)c3c(=O)n(C)c(=O)n(C)c3c12
-7%	-7%	?	1	13%	7.9µM*	-13%	-8%	-19%	Cc1ccccc1NC(=O)CSc1nnc(-c2ccco2)n1N
-3%	2%	153%[activator]	-4	129%[activator]	404%[activator]	-8%	?	139%[activator]	Cc1cc(/C=C\c2ccccc2)nc2ccccc12
-3%	2%	411%[activator]	-6	231%[activator]	325%[activator]	0%	1%	191%[activator][57.1 µM]	Cc1ccc(-c2noc(CCCOc3ccc(Cl)cc3Cl)n2)cc1
4%	2%	46%[activator]	-2	-29%	10%	-20%	?	-6%	O=C(c1ccc(F)cc1)c1cn(Cc2ccc(F)cc2)c2cc3c(cc2c1=O)OCCO3
i	-3%	23%	2	-15%	22%	-12%	-6%	-11%	NC(=O)N1CCc2ccccc21
-5%	-7%	36%	6	1%	-7%[59 µM]	-19%	6%	-2%	CC(=O)NC12CC3CC(C1)CC(C(=O)OCC(=O)c1ccc4c(c1)OCCO4)(C3)C2
-1%	2%	4%	5	-17%	-50%[59 µM]	?	10%	-20%	CCOC(=O)c1sc(NC(=O)CSc2nnnn2-c2ccc(C)c(C)c2)nc1C
-6%	9%	32%	-2	11%	-2%[12.7 µM]	-25%	1%	-3%	Cc1csc(SCC(=O)Nc2nc3ccccc3s2)n1
-8%	2%	22%	-5	.	?	-18%	0%	79µM*	O=C(Nc1nnc(C2=COCCO2)o1)c1ccc(S(=O)(=O)N2CCCCC2)cc1
-2%	-16%	0%	0	-5%	-2%	7%	1%	-6%	O=C1CN(C(=O)COC(=O)C2=COCCO2)c2ccccc2N1
-1%	18%	50%[activator]	8	-1%	-7%	-1%	5%	-8%	Cc1ccnc(SCc2cc(=O)c(OC(=O)c3ccc(Br)o3)co2)n1
2%	-2%	40%[activator]	-4	3%[0.457 µM]	18%[59 µM]	-21%	31%[activator]	-13%	NC(=O)c1c(NC(=O)c2ccc(F)cc2)sc2c1CCC2
i	-4%	24%	4	1%	5%	-11%	7%	-15%	CCC(CC)C(=O)Nc1nnc(SCC(=O)NC(C)(C)C)s1
8%	-8%	45%[activator]	5	-1%	13%	-17%	-6%	9%	CCC(CC)C(=O)c1c[nH]c(C(=O)NCCOC)c1
6%	9%	28%	-6	-2%	-32%[12.7 µM]	5%	-1%	-7%	COC(=O)CN1C(=O)C(O)(CC(=O)c2ccc(C)o2)c2ccccc21 (centres undefined)
6%	4%	14%[57 µM]	2	2%	14%[59 µM]	7%	9%	-6%	Cc1cc(NC(=O)CSc2nc3c([nH]c4ccccc43)c(=O)n2-c2ccccc2)no1
4%	5%	16%	4	6%	-10%	4%	6%	-20%	O=S(=O)(c1ccc(Cl)cc1)N1CCN(c2ncccn2)CC1
i	2%	13%	16	-3%	.	-3%	-10%	-17%	Cn1ncc([N+](=O)[O-])c1C(=O)N/N=C/c1cccc([N+](=O)[O-])c1
1%	1%	4%	-5	-13%	?	-16%	32%[activator]	-34%	CCn1cc(Cl)c(C(=O)N2N=C3/C(=C/c4cccs4)CCCC3C2c2cccs2)n1 (centres undefined)
-7%[11.5 µM]	3%	37%[activator]	-1	-24%	-9%[59 µM]	-11%	0%	-8%	CC1CCCC(NC(=O)CSc2nnnn2C)C1C (centres undefined)
2%	2%	26%	-2	?	6%	-6%	-13%	-15%	COc1ccc(CNC(=O)NCCc2c[nH]c3ccccc23)cc1
i	2%	30%	4	1%	3%[59 µM]	-10%	-1%	-2%	COc1ccccc1CNC(=O)CSc1nc(=O)[nH]c2c1CCC2
-1%	2%	55%[activator]	-3	6%	6%[0.501 µM]	-23%	2%	2%	O=C1C=C(c2ccc(-c3ccccc3)cc2)C[C@@H](c2ccc(F)cc2)C1
3%	2%	48%[activator]	6	.	.	-4%	0%	-6%	C[C@@H]1CN([C@@H](C)CO)C(=O)c2cc(NC(=O)C3CC3)ccc2O[C@@H]1CN(C)C(=O)NC1CCCCC1
-9%	6%	4%	-2	-8%	20%[2.33 µM]	-21%	-1%	-23%	CCc1ccc(CN(C)C(=O)c2cc(S(=O)(=O)N3CCOCC3)ccc2N2CCCC2)cc1
-7%	9%	16%	-3	3%	-1%[59 µM]	-16%	0%	-17%	Cc1cccc(NC(NC(=O)c2ccccn2)C(Cl)(Cl)Cl)c1 (centres undefined)
6%	0%	7%	4	-16%	.	1%	0%	?	O=C(NCCN1C(=O)S/C(=C\c2cccc(Cl)c2Cl)C1=O)C1=COCCO1
-7%	9%	3%	-2	?	35µM*	-16%	1%	-26%	COc1ccc(-n2c(Cc3cccn3C)nnc2SCC(=O)Nc2ccc(F)cc2)cc1
1%	5%	?	1	-13%	-4%[59 µM]	-12%	-3%	-7%	O=C(CCSc1ccccc1)NCc1cccnc1
1%	6%	-7%	3	2%	-48%[59 µM]	-24%	2%	-16%[11.4 µM]	Cc1cc(C)n(-c2nc(NCc3cccnc3)c3c4c(sc3n2)COC(C)(C)C4)n1
-3%	-14%	17%	3	0%	46%	-11%	1%	-9%	Fc1ccc(Br)cc1/C=N/n1cnnc1
-3%	5%	-13%	-2	-25%	?	6%	0%	-2%	COc1ccc(NC(=O)c2cc(-c3cc(OC)c(OC)c(OC)c3)nc3ccccc23)c(OC)c1
3%	11%	-6%	1	?	76%[activator][59 µM]	-11%	-1%	?	CN(C)S(=O)(=O)c1cccc(NC(=S)N/N=C/C(=O)c2ccccc2)c1
i	5%	27%	-1	5%	23%	-2%	2%	-1%	Cc1cccc(C(=O)NNC(=O)c2ccccc2)c1
0%	12%	34%	9	-7%	?	-8%	2%	-34%	Cc1nn(-c2ccccc2)c(Cl)c1/C=N/Nc1nncc(=O)[nH]1
-10%	-6%	29%	-14	-34%	?	?	-1%	-28%	CN(c1ccc(F)cc1)S(=O)(=O)c1ccc2[nH]cc(C(=O)O)c(=O)c2c1
i	4%	-1%	-7	8%	-21%	-9%	-1%	-10%[11.4 µM]	Cc1cccc(N2CCN(C(=O)C(C)C)CC2)c1C
0%	-5%	25%	3	0%	-21%[59 µM]	-16%	-5%	-11%	COc1cccc(/C=N/n2cnnc2)c1OCc1ccccc1
-10%	-1%	40%[activator]	-3	-2%	20%[2.33 µM]	-10%	1%	-9%	CCCCCCCNC(=O)C1(CC2CC(c3cccc(Br)c3)=NO2)CCN(C(=O)Cc2ccc(F)cc2)CC1 (centres undefined)
i	-4%	14%	0	-33%	5%[59 µM]	-18%	2%	-3%	CCOc1ccc2nc(N3CCCC(C(=O)NCCc4ccc(C)cc4)C3)sc2c1 (centres undefined)
-1%	-16%	31%	1	4%	-46%	-3%	-18%	-19%	CC(C)(C)c1ccc(C(=O)N2CCC3(CC2)NCCc2[nH]cnc23)cc1
-10%	-3%	22%	0	-16%	0%[59 µM]	-15%	5%	-8%	Cc1ccc(Cl)cc1NC(=O)C1CCN(S(=O)(=O)c2cccc3nonc23)CC1
-2%	-3%	26%	-5	-3%	19%[59 µM]	-8%	11%	-14%	O=C1Cc2ccccc2Sc2ccc(O)cc21
i	-3%	44%[activator]	0	-8%	.	-12%	-7%	-3%	Cc1cccc(CC(C)NC(=O)c2oc3c(F)cccc3c2C)n1 (centres undefined)
9%	-2%	35%	0	-14%	-27%[59 µM]	-16%	?	-4%	COc1ccc(OC)c(CNc2ncnc3c2nc2n3CCCC2)c1
10%	0%	20%	4	-9%	11%[0.501 µM]	-16%	?	-26%	Cc1ccccc1-c1cc(C(=O)NCc2ccc3c(c2)OCO3)n(CC2CC(c3cccnc3)=NO2)n1 (centres undefined)
-7%	3%	17%	2	0%	?	-4%	-5%	-10%	COc1ccc(S(=O)(=O)N(C)CC(=O)N2CCCCCC2)cc1
i	-5%	54%[activator]	-1	-5%	56%	-14%	-10%	17%	CCOc1ncccc1C(=O)OCC(=O)c1cc(OC)ccc1OC
i	-1%	29%	-7	2%	4%[59 µM]	-13%	2%	-15%	Cn1c(=NC(=O)c2ccc(S(=O)(=O)N3CCCc4ccccc43)cc2)sc2cc(F)ccc21
-4%	11%&3%	-19%	-1&-2	.	-3%[12.7 µM]	-12%	-5%	-14%	Cc1cccc(C)c1NC(=O)CN1CCCC1

Screening data: PubChem, National Center for Advancing Translational Sciences (NCATS)

The list is partial; rates above refer to the full screens.
